AmpC no deterg: AmpC beta-lactamase inhibition without detergent; P00811; AmpC nitrocefin hydrolysis, absorbance 480 nm, 0.0001% Triton; Potency, µM (series often up to 57.1 µM), for the others: at the top dose activity change, negative = inhibition, hits mostly inhibitors; 0.52% of 330,000 active; AID 485341;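 further: potency means the concentration at half of the fitted maximal effect; plate controls were no compound for no effect and no enzyme for full effect; nearly all actives have a fitted effect of over 20% in size; some results filed as inactive show a strong effect at the top dose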
Target sequence (P00811 whole entry, looked up): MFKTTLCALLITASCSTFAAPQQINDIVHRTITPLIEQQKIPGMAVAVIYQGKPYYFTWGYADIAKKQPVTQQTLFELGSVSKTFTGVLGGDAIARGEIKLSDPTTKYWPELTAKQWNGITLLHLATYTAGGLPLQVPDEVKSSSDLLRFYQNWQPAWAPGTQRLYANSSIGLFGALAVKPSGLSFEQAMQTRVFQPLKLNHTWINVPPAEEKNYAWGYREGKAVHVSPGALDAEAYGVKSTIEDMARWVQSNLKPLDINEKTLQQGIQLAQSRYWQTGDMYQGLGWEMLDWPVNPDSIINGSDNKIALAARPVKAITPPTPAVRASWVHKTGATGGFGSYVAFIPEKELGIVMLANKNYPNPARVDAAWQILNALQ
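AmpC (5.3 nM in the dispensed reagent) in 20 mM phosphate pH 7.0 with 0.01% (detergent screen) or 0.0001% Triton X-100 was preincubated with compounds for 15 min at room temperature. Nitrocefin was then added from an 800 uM solution, and hydrolysis was followed at 480 nm.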
HCV inhibitor: HCV inhibition; Huh7.5.1 HCVcc-Cre infection, luciferase reporter, 44 h; Potency, µM (doses to about 41.8 µM), for the others: at the highest dose activity change, negative = inhibition, usual class: inhibitors; 3.4% of 340,000 active; further: potency means the concentration at half of the fitted maximal effect
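Compounds are dispensed onto cells plated 4 h earlier at 1,000 per well, with HCVcc-Cre virus (about 0.5 moi) added next. Following 44 h of culture, luminescent signal is measured for 15 sec after 15 min with substrate at room temperature.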
TbPYK inhibitor: inhibitors of Trypanosoma brucei pyruvate kinase; TbPYK enzyme, Kinase-Glo Plus ATP luminescence, 45 min; Potency, µM (titrated, usually from 76.8 µM), without a hit: top-dose activity, negative = inhibition, usual class: inhibitors; 0.12% of 410,000 active; further: potency means the concentration at half of the fitted maximal effect; nearly all actives have a fitted effect of over 50% in size
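Glycolytic pyruvate kinase of T. brucei was incubated with substrate, test compound and 130 uM ADP for 45 minutes at room temperature. Luminescent Kinase-Glo Plus signal was measured after 10 minutes.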
HCMV antiviral: inhibitors of human cytomegalovirus; 4.5% of 410,000 active; activity change, negative = inhibition, % at 57.5 µM; AID 1259415; HFF cells, HCMV-luciferase reporter, 72 h; hits give low values; in the data active means activity change below about -60%; inconclusive means no clear call, values can overlap the other calls; inactive means above about -39%
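Two compound doses tested in HFFs infected with HCMV-luciferase, MOI 1 PFU/cell, 72 h at 37C. Lysate luminescence read with OneGlo; data normalized against buffer-only and 10uM Salinomycin inhibitor controls.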
AmpC inh detg: AmpC beta-lactamase inhibition with detergent present. Potency, µM (doses to about 114 µM), for inactives: at the top dose activity change, negative = inhibition, usual class: inhibitors. AmpC hydrolysis of nitrocefin, absorbance 480 nm, 0.01% Triton. 0.041% of 370,000 active;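 further: potency means the concentration at half of the fitted maximal effect; 0% = no-compound wells and -100% = no-enzyme wells; nearly all actives have a fitted effect of over 25% in size; some results filed as inactive show a strong effect at the top dose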
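AmpC (5.3 nM in the dispensed reagent) in 20 mM phosphate pH 7.0 with 0.01% (detergent screen) or 0.0001% Triton X-100 was preincubated with compounds for 15 min at room temperature. Nitrocefin was then added from an 800 uM solution, and hydrolysis was followed at 480 nm.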
AMA1 RON2 block: AMA1-RON2 (P. falciparum) interaction inhibition. AID 720542. Potency, µM (series often up to 58.2 µM), for inactives: at the highest dose activity change, negative = inhibition, hits mostly inhibitors. AlphaScreen AMA1-biotinylated RON2 peptide binding. 0.2% of 360,000 active;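 further: potency means the concentration at half of the fitted maximal effect; 0% = vehicle wells and -100% = peptide control; nearly all actives have a fitted effect of over 45% in size; some results filed as inactive show a strong effect at the top dose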
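AMA1 (3D7) with his tag at 25 nM final met compounds first, then biotinylated RON2 peptide at 25 nM; detection used donor plus acceptor beads, 10 µg/mL apiece, read by AlphaScreen after 30 min at room temperature.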
LmPK inhibitor: LmPK (Leishmania mexicana) enzyme inhibition; AID 1721; Q27686; Potency, µM (series often up to 57.5 µM), for the others: top-dose activity change, negative = inhibition, actives largely listed as inhibitors; 0.37% of 290,000 active; purified LmPK, Kinase-Glo ATP luminescence, 1 h; further: potency means the concentration at half of the fitted maximal effect
Target sequence (Q27686 whole entry, looked up): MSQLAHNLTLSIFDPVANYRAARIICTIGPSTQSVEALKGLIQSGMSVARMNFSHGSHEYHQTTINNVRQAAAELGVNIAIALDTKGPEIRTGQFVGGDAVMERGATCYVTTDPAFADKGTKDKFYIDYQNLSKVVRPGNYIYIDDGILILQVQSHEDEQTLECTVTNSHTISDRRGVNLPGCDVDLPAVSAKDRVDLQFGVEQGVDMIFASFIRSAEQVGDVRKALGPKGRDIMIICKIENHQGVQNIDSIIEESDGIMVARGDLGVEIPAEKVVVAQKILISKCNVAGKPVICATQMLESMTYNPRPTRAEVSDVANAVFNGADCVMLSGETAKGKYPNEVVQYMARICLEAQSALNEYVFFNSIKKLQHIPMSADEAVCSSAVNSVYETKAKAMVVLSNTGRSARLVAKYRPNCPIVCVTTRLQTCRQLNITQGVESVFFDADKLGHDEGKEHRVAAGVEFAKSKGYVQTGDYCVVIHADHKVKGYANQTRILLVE
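Pyruvate kinase activity monitored as ATP production (luciferase luminescence). Conditions: 0.1 nM enzyme, 0.5 mM PEP, 0.1 mM ADP, 1 h, RT; normalized against uninhibited and no-enzyme wells.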
The depositor's hits bear a star; u = inconclusive; x = no result given; [ ] = remark or other dose. Unless noted, the call rests on the fitted dose curve; in most records, active means well fitted curve in the direction sought with a large enough effect; inconclusive means small, poorly fitted or top-dose-only effect, or another doubt; inactive means no such curve, though single readings can be large; an effect the other way counts as inactive or inconclusive. Unless noted, on the % scale 0 is the no-effect control and ±100 the full control effect.

SMILES	AmpC no deterg	HCV inhibitor	TbPYK inhibitor	HCMV antiviral	AmpC inh detg	AMA1 RON2 block	LmPK inhibitor
O=C(OCC(=O)N1CCN(C(=O)c2ccco2)CC1)c1sc2ccccc2c1Cl	17%	9%	-8%	21	-8%	1%	2%
CC(C)CCN1CCN(Cc2cn[nH]c2C2CCCCC2)CC1CCO (stereo not drawn)	-5%	u	-2%	-18	5%	-9%	0%
Cc1cscc1-c1ccc(C(=O)Nc2c(C)cccc2C)o1	x	x	-20%	-31	x	-15%	x
COc1ccc(CN2CCOCCOCCOCCOCC2)cc1	1%	9%	-8%	-18	4%	-4%	3%
O=C(NN1CC(C(=O)OCc2ccc(Cl)cc2Cl)CC1=O)c1ccccc1 (stereo not drawn)	82%[activator]	19%	8%	-38	-2%	0%	-5%
Cc1cc(OCC(=O)NCCc2ccc(S(N)(=O)=O)cc2)c2c(C)cc(=O)oc2c1	-21%	-1%	-3%	32	-8%	3%	-3%
O=C(c1ccc(Nc2nc3ccccc3n3nnnc23)cc1)N1CCN(c2ccc(F)cc2)CC1	x	x	5%	-11	-10%	x	x
COCCCNC(=O)CCc1nc(-c2ccccc2)no1	-17%	14%	1%	20	4%	-2%	5%
O=C1CCCC[C@@H](CO)[C@H](O)C[C@H](c2ccccc2)O1	x	x	-8%	1	x	-1%	x
COc1ccc(CCNC(=O)c2ccc(OC)c(OC)c2)cc1OC	-4%	1%	7%	23	-1%	9%	2%
CN1CCN(Cc2nc(Cc3cccc(F)c3)no2)CC1c1ccccc1 (stereo not drawn)	79%[activator]	-7%	-2%	46	2%	-12%	5%
COC(=O)/C(=C/c1cn(C(C)=O)c2ccccc12)[N+](=O)[O-]	-17%	7%	-9%	100	3%	3%	2%
O=C(COC(=O)c1ccccc1Cl)Nc1cccnc1Cl	-15%	11%	-3%	-19	-1%	1%	x
CCOc1ccc(NC(=O)CN(C)C(=O)CCCc2nc3ccccc3c(=O)[nH]2)cc1OCC	-8%	-2%	-2%	-17	-12%	-7%	x
Cc1ccn2c(=O)nc(SCC(=O)N3CCN(c4ccccc4)CC3)nc2c1	26%	20%	-7%	-3	u	8%	x
O=C(COc1ccccc1)Nn1cnc2ccccc21	-30%	24%	-19%	47	-12%	1%	3%
Cc1sc2ncnc(Sc3ccccc3C(=O)Nc3ccc(Br)cc3)c2c1C	38%	5.6µM*	6%	-27	-1%	-8%	1%
NC(=O)c1ccccc1NC(=O)Nc1cccc(Cl)c1	-19%	5%	3%	19	u	13%	-21%
N#Cc1c(N)nc(SCc2ccccc2)c(C#N)c1-c1ccco1	-13%	u	-9%	14	u	17%	0%
Cc1cc(C)c(NC(=O)C(C)Sc2nnc(-c3ccco3)n2-c2ccccc2)c(C)c1 (stereo not drawn)	-5%	x	x	x	u	x	0%
O=C(NCCc1ccc(F)cc1)c1coc(=O)c(Br)c1	-24%	7%	-1%	-78*	-10%	5%	-3%
Cc1ccc(S(=O)(=O)N(CC(O)CN2CCCCC2)c2cccc([N+](=O)[O-])c2)cc1 (stereo not drawn)	-16%	26%	-10%	-3	-4%	-8%	4%
CCOc1ccc(NC(=O)[C@@H]2CCCN2C(=O)c2cccs2)cc1S(=O)(=O)N1CCOCC1	2%	-7%	1%	-11	-3%	7%	x
CCC1Oc2ccccc2N(CC(=O)NCCCN2CCCCC2C)C1=O (stereo not drawn)	-11%	-14%	4%	-31	-1%	24%	0%
O=C(O)CCC(=O)Nc1ccc(C(=O)N2CCCCC2)cc1	-4%	18%	7%	18	-2%	2%	4%
CC(C)OCCCn1c(-c2ccc(Br)cc2)c[nH]c1=S	-12%	-3%	u	-14	u	11%	13µM*
Cc1ccc(S(=O)(=O)Oc2cccc(/C=N/n3cnnc3)c2)cc1	27%	-5%	4%	13	0%	-11%	0%
Cn1c(=O)c2c(nc(CN3CCN(Cc4ccccc4)CC3)n2CCN2CCOCC2)n(C)c1=O	32%	12%	-6%	9	10%	-26%	5%
COc1ccc(S(=O)(=O)c2cc3cc(OC)ccc3oc2=O)cc1	x	x	-1%	23	13%	x	x
O=C(CSc1nnc(CNC(=O)c2ccccc2)o1)NCc1ccccc1Cl	-18%	19%	-1%	-32	7%	-2%	2%

Entries shown so far containing an NH in an aromatic ring:
SMILES	AmpC no deterg	HCV inhibitor	TbPYK inhibitor	HCMV antiviral	AmpC inh detg	AMA1 RON2 block	LmPK inhibitor
CC(C)CCN1CCN(Cc2cn[nH]c2C2CCCCC2)CC1CCO (stereo not drawn)	-5%	u	-2%	-18	5%	-9%	0%
CCOc1ccc(NC(=O)CN(C)C(=O)CCCc2nc3ccccc3c(=O)[nH]2)cc1OCC	-8%	-2%	-2%	-17	-12%	-7%	x
CC(C)OCCCn1c(-c2ccc(Br)cc2)c[nH]c1=S	-12%	-3%	u	-14	u	11%	13µM*

Further structures:
SMILES	AmpC no deterg	HCV inhibitor	TbPYK inhibitor	HCMV antiviral	AmpC inh detg	AMA1 RON2 block	LmPK inhibitor
CC1(C)Cc2c(sc3c2c(=O)n(-c2ccc(Cl)cc2)c(=O)n3CC(N)=O)CO1	12%	11%	4%	23	11%	-8%	1%
CSc1nsc(SCC(=O)Nc2ccc(F)cc2F)n1	-17%	-12%	-2%	-9	-5%	2%	0%
CCc1ccccc1NC(=O)CN1CCN(CC(=O)Nc2ccc(-c3ccccc3)cc2)CC1	0%	4%	2%	14	-14%	-2%	2%
CCc1ccccc1NC(=O)CSc1nnc(CCNC(=O)OC(C)(C)C)o1	-11%	5%	-13%	13	3%	-17%	-1%
Cc1cc(N)n2nc(C(F)(F)F)nc2n1	-33%	11%	-2%	-92*	-3%	16%	3%
O=C1CCN(CCc2ccccc2)CCN1[C@H](COc1ccccc1)c1ccccc1	125%[activator]	u	-8%	66	u	u	12%
COC(=O)C1CSC(C(=O)OC)N1C(=O)Nc1c(C)cccc1C (stereo not drawn)	-3%	6%	-3%	-17	1%	3%	-1%
Cc1c(C(=O)NCc2ccc(F)cc2)oc2ccc(S(=O)(=O)N3CCOCC3)cc12	54%	u	0%	u	u	-3%	1%
CC(C)(C)c1ccc2oc(=O)cc(-c3cccc(-c4ccc(C(F)(F)F)cc4)c3)c2c1	-24%	15%	-5%	-9	x	-3%	x
O=C1CCCc2ccccc2N1Cc1ccccc1	0%	10%	1%	-13	2%	-1%	2%
O=C(COC(=O)CNC(=O)c1ccco1)Nc1ccc(Cl)cn1	-12%	13%	-2%	14	1%	4%	-5%
Nc1nc(N)c(S(=O)(=O)c2ccccc2)c(Nc2ccccc2)n1	x	x	5%	4	-1%	x	x
CC(C)N(C(=O)C(=O)c1cccn1-c1ccccc1C#N)C(C)C	1%	-13%	-1%	-1	-7%	-4%	-2%
CN(C)S(=O)(=O)c1ccc(N2CCCC2)c(C(=O)Nc2cccc(F)c2)c1	-5%	x	-13%	-29	2%	-5%	1%
CN(Cc1ccccc1)S(=O)(=O)c1ccc(Cl)c(C(=O)OCC(N)=O)c1	16%	16%	0%	0	-10%	-2%	1%
COc1cc2c3nnc(-c4ccccc4)c-3cn(Cc3ccc(F)cc3)c2cc1OC	132%[activator]	-21%	-3%	-66*	8%	6%	-1%
Cc1ccc2c(c1)C(=O)C(=O)N2Cc1ccc(F)cc1	-20%	-22%	1%	-39	x	-17%	x
COc1ccc(CNC(=O)C2CCC(CNS(=O)(=O)c3ccc4c(c3)CCCC(=O)N4)CC2)cc1 (stereo not drawn)	x	x	-8%	17	-5%	x	x
COCC(C)n1c(C)cc(C(=O)CSc2nnc(-c3ccco3)o2)c1C (stereo not drawn)	-2%	u	-3%	-1	x	-7%	x
Cn1cc(CCC(=O)N2CCC3(CC2)OCCO3)c2ccccc21	18%	25%	-4%	-11	-11%	2%	0%
O=C(NCc1cccs1)c1cccnc1Cl	-8%	20%	4%	10	-10%	28%	-3%
Cc1ccc(S(=O)(=O)NCCCNc2ccc([N+](=O)[O-])cc2)cc1	-16%	u	-3%	u	9%	-14%	7%
O=C(CSc1ccc([N+](=O)[O-])cc1)Nc1nnc(C2CC2)s1	-17%	12%	0%	24	x	3%	x
Cc1ccccc1NC(=O)C1COc2ccccc2O1 (stereo not drawn)	-10%	10%	-1%	16	u	-8%	2%
CCOC(=O)C1=C(CS(=O)(=O)c2ccc(F)cc2)NC(=O)NC1c1ccc(OCC)c(OC)c1 (stereo not drawn)	x	x	4%	-16	-17%	x	x
COc1ccc(Cc2nnc(SCc3ccc([N+](=O)[O-])cc3)o2)cc1	-22%	-6%	-6%	u	u	-7%	0%
CSCCC(c1nnnn1-c1c(C)cccc1C)N1CCC(n2c(=O)[nH]c3ccccc32)CC1 (stereo not drawn)	x	x	-2%	u	x	-1%	x
CN(C)CCCNC(=O)c1cc2c3ccccc3n(C)c2s1	8%	1%	x	90	-7%	-4%	2%
CC(C)CNC(=O)CSc1ccc(S(=O)(=O)N(C)C2CCCCC2)cn1	4%	10%	-1%	-12	0%	0%	x
C/C(CC(=O)NC(C)(C)C)=N\NC(=O)c1ccccc1N	-9%	-5%	-5%	-8	u	34%[activator]	0%
COCCN(C(=O)COC(=O)CCn1c(C)csc1=O)c1c(N)n(Cc2ccccc2)c(=O)[nH]c1=O	-4%	3%	-10%	-5	-2%	-18%	x
Cc1cccc(NC(=O)CSc2n[nH]c(-c3ccncc3)n2)c1C	-4%	10%	-10%	19	4%	-5%	-6%
O=C(O)C1C2C=CC3(CN(C4CCCC4)C(=O)C13)O2 (stereo not drawn)	0%	-13%	4%	-3	-8%	21%	5%
CCc1nnc(NC(=O)c2cc(S(=O)(=O)N3CCN(c4ccccc4)CC3)ccc2Cl)s1	-15%	-12%	2%	3	0%	2%	0%
O=C(O)CSCC(=O)N1CCN(c2ncnc3scc(-c4ccccc4)c23)CC1	-11%	10%	4%	42	-6%	14%	0%
CC(=O)OC(C(=O)N1CCN(c2ccccc2F)CC1)c1ccccc1 (stereo not drawn)	29%	20%	5%	-2	-19%	1%	4%
O=C(O)CCSc1nnc(-c2ccc3c(c2)OCO3)o1	-24%	-5%	-10%	-75*	-11%	0%	-19%

Part of the list above, limited to TbPYK inhibitor, HCMV antiviral and AmpC no deterg:
Structure | TbPYK inhibitor | HCMV antiviral | AmpC no deterg
O=C(O)CSCC(=O)N1CCN(c2ncnc3scc(-c4ccccc4)c23)CC1 | 4% | 42 | -11%
CC(=O)OC(C(=O)N1CCN(c2ccccc2F)CC1)c1ccccc1 (stereo not drawn) | 5% | -2 | 29%

High-throughput results from PubChem.
